# FEN1 inh: qHTS Assay for the Inhibitors of Human Flap endonuclease 1 (FEN1) | P39748 | Recombinant FEN1 flap cleavage, fluorescence, 15 min | Potency, µM (series often up to 114 µM), for inactives: at the top dose activity change, negative = inhibition, most hits filed as inhibitors | hit rate 0.35% among 390,000 | AID 588795, 2011; note: nearly all actives have a fitted effect of over 65% in size
# Target sequence (P39748 whole entry, looked up): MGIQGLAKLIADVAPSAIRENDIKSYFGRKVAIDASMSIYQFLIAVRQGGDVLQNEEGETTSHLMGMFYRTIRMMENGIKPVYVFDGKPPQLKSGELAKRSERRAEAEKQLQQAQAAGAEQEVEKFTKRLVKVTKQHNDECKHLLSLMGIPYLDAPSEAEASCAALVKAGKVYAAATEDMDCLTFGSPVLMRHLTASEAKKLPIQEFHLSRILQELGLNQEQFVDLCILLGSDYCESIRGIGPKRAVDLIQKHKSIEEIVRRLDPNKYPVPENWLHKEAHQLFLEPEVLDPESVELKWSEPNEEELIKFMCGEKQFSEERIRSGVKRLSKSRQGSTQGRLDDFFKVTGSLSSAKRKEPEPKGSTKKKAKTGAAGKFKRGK
#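 Nuclease activity of 10 nM FEN1 was measured after 15 min of room-temperature exposure to titrated compounds, by adding 50 nM flap substrate and reading plates at 0 and 15 min.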
# DT40 TDP1 CPT: qHTS for Inhibitors of human tyrosyl-DNA phosphodiesterase 1 (TDP1): qHTS in cells in presence of CPT; Potency, µM (titrated, usually from 46.2 µM), for the others: at the top dose activity change, negative = growth inhibition, actives largely listed as inhibitors; chicken DT40 Tdp1-/-;hTDP1 cells + 20 nM CPT, ATP luminescence, 48 h; hit rate 12% among 420,000; note: nearly all actives have a fitted effect of over 55% in size
#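 Chicken DT40 Tdp1-/- cells complemented with human TDP1, 400 cells/well, exposed to compounds plus 20 nM camptothecin for at least 48 h at 37 C; viability read as ATP content by CellTiter-Glo luminescence.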
# GCN5L2 inh: qHTS Assay for Inhibitors of GCN5L2; Histone acetyltransferase KAT2A (Homo sapiens), Q92830; GCN5L2 HAT assay, ThioGlo1 CoA-SH fluorescence; Potency, µM (doses to about 58.9 µM), for the others: at the highest dose activity change, negative = inhibition, hits mostly inhibitors; hit rate 0.21% among 390,000
#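 GCN5L2 (20nM final) in 50mM HEPES, 0.1mM EDTA pH 7.5, 0.01% Tween-20 was preincubated 15 min at room temperature with compound, then given ThioGlo1 (50uM), H3(1-25) peptide (75uM) and acetyl-CoA (70uM); CoA-thiol fluorescence (Ex340/Em540) was read at 0 and 20 min.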
# Numbers without * were called inactive; ? = inconclusive; . = no result given; & = joins results of further samples; [ ] = remark or other dose. Calls come from the whole dose curve; as a rule, active = well fitted curve in the direction sought with a large enough effect; inconclusive = small, poorly fitted or top-dose-only effect, or another doubt; inactive = no such curve, though single readings can be large; an effect the other way counts as inactive or inconclusive. % is set by controls: 0 for no effect and ±100 for the full control effect; potency is the fitted concentration of half-maximal effect.
# Values run as follows: FEN1 inh | DT40 TDP1 CPT | GCN5L2 inh
COc1ccc(CNC(=O)c2csc(Cc3ccc(Cl)cc3)n2)cc1
  -20% | -18% | -15%
CC1CCN(C(=O)C2CCN(S(=O)(=O)c3cccnc3)CC2)CC1
  -2% | -6% | -2%
O=C(CN1C(=O)c2ccccc2C1=O)c1ccccc1
  -1% | 0% | -2%
Cc1ccccc1Nc1nc(N)c2ccccc2n1
  -14% | ? | -9%
O=C(CCS(=O)(=O)c1cc(Br)cc2c1N(C(=O)C1CC1)CC2)NCc1ccc(Cl)cc1
  -18% | ? | 1%
CCN1CCN(Cc2ccc(NC(=O)c3cc(NC(=O)c4cncc(-c5cccs5)c4)cc(OC)c3)cc2C(F)(F)F)CC1
  0% | 16µM* | -22%
O=C(O)CNC(=O)CCCn1nnc2ccccc2c1=O
  -2% | 0% | 0%
O=C(/C(=N/O)c1ccccc1)c1ccccc1
  -17% | -4% | .
CC1CCCN(S(=O)(=O)c2ccc(Br)s2)C1 (stereo not given)
  11% | -9% | -5%
O=C(Nc1ccc2c(c1)C(=O)OC2)c1ccccc1Cl
  -16% | 21% | 0%
COc1ccc(N2CCN(C(=S)Nc3cccc(C)c3C)CC2)cc1
  -6% | 0% | 4%
Cc1cc(C)n(-c2ncnc3sc(C)c(C)c23)n1
  -2% | 5% | -4%
CCCN(CCC)CCNC(=O)C1(O)c2ccccc2NC(=O)N1c1cccc(OC)c1 (stereo not given)
  -7% | 0% | 23%
CCOc1ccc(NC(=O)CN(C)C(=O)c2ccccc2-n2cnnn2)cc1OCC
  -1% | -22% | -10%
Cn1c(Cc2ccccc2)nnc1SCC(=O)Nc1ccc2c(c1)OCO2
  3% | -22% | -1%
Cn1cnnc1SCC(=O)Nc1ccc(Cl)cc1
  -2% | -11% | -4%
COc1cccc(/C=C2/SC(=O)N(C)C2=O)c1OCc1ccc(C(=O)O)cc1
  -14% | -2% | -3%
Cc1ccc(OCCc2csc(N)n2)cc1
  15% | 4% | -6%
OC[C@H]1NC[C@H](O)[C@@H](O)[C@H]1O
  . | -5% | -11%[0.501 µM]
COc1ccc(C(=O)Nc2cc(C(F)(F)F)ccc2Cl)cc1OC
  -2% | ? | 1%
Cc1ccc(OCCCCn2c(-c3ccc(Cl)cc3)nc3ccccc3c2=O)cc1
  13% | -19% | 0%
CCC(C(=O)NCc1cccnc1)n1nc(C)c2sc3ccccc3c2c1=O (stereo not given)
  13% | ? | -2%
O=C1NCCC12C(=O)Nc1ccccc12 (stereo not given)
  19% | 4% | .
CN1CCN(S(=O)(=O)c2cccc(C(=O)NC3(C)CCS(=O)(=O)C3)c2)CC1 (stereo not given)
  -2% | 0% | 2%
Cc1ccc(-n2nnnc2SCc2nnc(-c3ccccc3Br)o2)cc1
  -9% | -8% | -10%
COc1cc(NC(=O)c2sc3ncn(CC(=O)N4CCCC(C)C4)c(=O)c3c2C)cc(OC)c1OC (stereo not given)
  -4% | ? | -30%
Cc1ccc(-n2ncc(C(=O)N3CCN(Cc4ccccc4)CC3)c2C2CCN(C(=O)OC(C)(C)C)CC2)cc1
  -1% | ? | -2%
COc1cccc(Oc2coc3c(CN4CCOCC4)c(O)ccc3c2=O)c1
  0% | 2% | ?
COCCSc1nnc(NC(=O)Cc2ccccc2OC)s1
  -2% | -13% | 1%
CCOC(=O)N1CCC(n2c(SCC(=O)NCc3ccco3)nc3ccsc3c2=O)CC1
  3% | 23µM* | -19%
CCC(C)C(NC(=O)OC(C)(C)C)C(=O)NC(C(=O)NC(C)C(N)=O)C(C)C (stereo not given)
  4% | -28% | -2%
O=c1[nH]c(=O)c2[nH]c(=S)n(-c3ccccc3)c2[nH]1
  -3% | 13% | .
CCCCCOc1ccccc1C(=O)NCCCCCC(=O)O
  -12% | 4% | -2%
COc1nc(-c2ccc(C)cc2)ccc1-c1noc(-c2cccnc2)n1
  0%&-18% | -19%&1% | -3%
CC(/C=N/NC(=O)Cc1cccn1C)=C\c1ccco1
  -1% | -22% | ?
Cc1ccc(C(=O)Cc2nnc(C)s2)cc1
  6% | -7% | -1%
Cc1nc(NC(=O)CN2CC(C)OC(C)C2)sc1C(=O)N(C)C (stereo not given)
  -9% | 32%[activator] | -3%
CSc1cc(-c2ccc(Cl)cc2)c(C(=O)NN)s1
  -1% | -14% | -1%
CC(CNC(=O)CN(C)CC(=O)Nc1ccccc1Br)c1ccccc1 (stereo not given)
  1% | -10% | -3%
OCC1(CCc2ccccc2)CCN(C/C=C/c2ccccc2)CC1
  21% | -30% | -5%
CN(Cc1ccc(C(C)(C)C)cc1)C(=O)c1ccc2c(=O)n3c(nc2c1)CCC3
  10% | 21µM* | -6%
CCc1nnc(NC(=O)CN2CCN(Cc3cccc(OC)c3)CC2)s1
  13% | 8% | -5%
COc1ccc(S(=O)(=O)N2CCC(C(=O)Nc3ccc4c(c3)OCCO4)CC2)cc1OC
  -2% | -17% | -4%
OCCSc1ncnc2c1oc1ccccc12
  11% | -9% | -8%
COc1ccc(S(=O)(=O)Nc2ccc3c(c2)C(=O)N([C@@H](C)CO)C[C@H](C)[C@H](CN(C)CC2CC2)O3)cc1
  -6% | 12% | -4%
O=C(Nc1ccc(N2CCN(C(=O)c3cccs3)CC2)cc1)c1cccnc1Cl
  -3% | ? | 1%
COCCn1c(SCC(=O)OC(C)C)nnc1-c1ccccc1
  9% | 1% | -5%
Cc1ccc(N2CC(C(=O)Nc3cccc(C(=O)NC4CC4)c3)CC2=O)cc1 (stereo not given)
  -14% | -5% | -13%
Cc1ccc(CNC(=O)CCNC(=O)Cn2ccc3ccccc3c2=O)cc1
  -8% | -11% | 5%
CCOc1ccc(NC(=O)NCCCn2c(C)nc3cc(C)c(C)cc32)cc1
  -3% | ? | -1%
COc1ccccc1C(=O)Nc1nc(-c2ccc3c(c2)OCCO3)cs1
  -18% | ? | -19%
CCOc1cc(/C=N/NC(=O)CN2CCOCC2)ccc1OCc1ccc(Cl)cc1
  -5% | ? | -7%
CCn1cc(C2=NC(C)CO2)c2ccccc21 (stereo not given)
  1% | ? | -13%
Cc1ccc(-c2noc(CN(C3CCCCC3)S(=O)(=O)c3ccc(Cl)cc3)n2)cc1
  17% | 26µM* | -13%
Cc1ccc(S(=O)(=O)N(C)C[C@@H]2Oc3ccc(NC(=O)CCC(F)(F)F)cc3CC(=O)N([C@@H](C)CO)C[C@@H]2C)cc1
  -5% | 4.1µM* | -7%
Nc1cccc(-n2nncc2-c2ccccc2)c1
  -2% | -11% | 8%
Cc1cccc(N2CC(C(=O)OCC(=O)c3c(N)n(CC(C)C)c(=O)n(C)c3=O)CC2=O)c1C (stereo not given)
  -1% | ? | -1%
Cc1ccc([N+](=O)[O-])cc1N(CC(=O)N1CCCCC1)S(C)(=O)=O
  -1% | 0% | 1%
O=C(NCc1cccs1)c1cc(-c2ccccc2)nn1CC1CC(c2cccc([N+](=O)[O-])c2)=NO1 (stereo not given)
  -11% | 16µM* | .
Cc1ccc(C(=O)Nc2cccc(C(=O)NCc3ccco3)c2)cc1
  -10% | ? | -22%

# Complete entries, quoted from the list:
# Shown for CCc1nnc(NC(=O)CN2CCN(Cc3cccc(OC)c3)CC2)s1 = FEN1 inh = 13%; DT40 TDP1 CPT = 8%; GCN5L2 inh = -5%
# Shown for Cc1ccc(C(=O)Cc2nnc(C)s2)cc1 = FEN1 inh = 6%; DT40 TDP1 CPT = -7%; GCN5L2 inh = -1%

# Going on with the list.
# Values run as follows: FEN1 inh | DT40 TDP1 CPT | GCN5L2 inh
O=C(O)C(CCCCNS(=O)(=O)c1ccc(F)cc1)NS(=O)(=O)c1ccc(F)cc1 (stereo not given)
  15%&6% | -4%&11% | 3%&-5%
N/C(=N/O)c1cccn1Cc1ccccc1[N+](=O)[O-]
  0% | -10% | -6%
CCCN(C(=O)C1CCN(S(=O)(=O)c2ccc(OC)c(OC)c2)CC1)C1CCS(=O)(=O)C1 (stereo not given)
  -2% | 10% | 2%
CC1=C(C(=O)N2CCCC(N3CCN(c4cccc(C(F)(F)F)c4)CC3)C2)OCCO1 (stereo not given)
  -3% | ? | -19%
CC(C)N(Cc1ccccc1)S(=O)(=O)c1ccc(Cl)nc1
  1% | 0% | 0%
CCCC1S/C(=N/N=C/c2cccs2)NC1=O (stereo not given)
  1% | ? | 20%
CC(C)CN1C(=O)c2ccc(NC(=O)c3cccs3)cc2C1=O
  -12% | ? | ?
COc1ccc(C(=O)OCc2cc(=O)n3nc(C4CC4)sc3n2)cc1OC
  15% | -18% | 22%
C/C(=N\NC(=O)c1ccc2c(c1)OCO2)c1ccco1
  -8% | 8% | -11%
Cc1ccc(C(=O)NCc2ccc(Cl)c(Cl)c2)o1
  1% | -17% | -11%
CCCCCCOc1ccc(C2C(=O)N(C3CCCCC3)CC(=O)N2C2CCCCC2)cc1 (stereo not given)
  -10% | -4% | -1%
Cn1cc(C=O)c2ccccc21
  25% | -11% | -4%
CN(C)CCNC(=O)Cn1nc(N2CCN(c3ccccc3)CC2)ccc1=O
  20% | -14% | -1%
COc1ccccc1C(=O)OCC(=O)Nc1ccc(Cl)cn1
  -6% | -14% | 2%
C#CCCOC(=O)N1C2=NC(C(=O)OC)=C(C(=O)OC)[C@@H]3N(C)c4ccccc4[C@]23C[C@H]1CO
  13% | -20% | .
CCOC(=O)C1=C(COC(=O)Cc2c(F)cccc2Cl)NC(=O)NC1C (stereo not given)
  14% | -18% | 0%
O=C(CC1S/C(=N/N=C/c2ccco2)NC1=O)Nc1cccc(Cl)c1Cl (stereo not given)
  7% | 11% | -8%
C/C(=C\c1ccccc1)C(=O)NCCc1ccccc1
  -1% | 1% | 1%
Cc1cccc(CSc2nc3ccncc3n2CC(=O)Nc2cc(C)cc(C)c2)c1
  -5% | ? | -1%
N=c1nc(-c2ccccc2)n(-c2ccccc2)s1
  89µM* | ? | .
CN(Cc1ccccc1)C1=CC(=[N+]2CCCC2)CC(C)(C)C1
  -10% | 0.33µM* | -4%
COc1ccccc1-c1ccc2ncnc(NC3CCNCC3)c2c1
  . | ? | -7%
CC1CC(C)CN(CCCNC(=O)CN2C(=O)c3cccnc3Oc3ccccc32)C1 (stereo not given)
  -3% | 6% | -11%
CCOc1ccc(/C=N\NC(=O)CC(=O)NCCc2ccccc2)cc1
  19% | -1% | ?
O=C(O)c1cccc(-n2cccc2/C=C2/NC(=O)N(c3ccc(Cl)cc3)C2=O)c1
  20µM* | -24% | 8.9µM*
CNC[C@H]1Oc2c(NS(=O)(=O)c3ccc(F)cc3)cccc2C(=O)N([C@H](C)CO)C[C@@H]1C
  -7% | -3% | -7%
O=C1CCC/C=C\C[C@@H](CC(=O)N(CCO)Cc2ccccc2)C(=O)N[C@H](Cc2c[nH]c3ccccc23)CO1
  -13% | ? | -4%
CCC(=O)N1CCCc2ccccc21
  -6% | 7% | 2%
COc1ccccc1C(=O)NC(=S)Nc1ccc(N2CCCC2)cc1
  -17% | -23% | -1%
O=C(Cn1cc([N+](=O)[O-])ccc1=O)N1CCCc2ccccc21
  -3% | 4% | -18%
O=C(COC(=O)c1cc([N+](=O)[O-])ccc1NCCO)Nc1cccnc1Cl
  -1% | -22% | -3%
COc1ccc(OC)c(N(CC(=O)NCCSc2ccccc2)S(C)(=O)=O)c1
  4% | 0% | -6%
CCC(=O)N1CCc2cc(S(=O)(=O)CCC(=O)N3CCN(c4cccc(C)c4C)CC3)ccc21
  -3% | -5% | -1%
COc1ccc(-n2c(SCC(=O)N3CCCc4ccccc43)nc3c([nH]c4ccccc43)c2=O)cc1
  19% | -22% | -1%
O=C(NCCCN1CCOCC1)c1cc2c([nH]c3ccccc32)c(-c2cccc(Br)c2)n1
  ? | 8.2µM* | 1%
COc1ccc(CCNC(=O)c2ccncc2)cc1OC
  1% | -6% | 2%
O=C(O)/C=C/C(=O)NNC(=O)c1cc(-c2ccccc2)n[nH]1
  -3% | ? | -15%
c1csc(-c2csc(-c3cccs3)n2)c1
  -11% | 0% | -4%

# 4 of the compounds above, with each value named.
> CCC(=O)N1CCc2cc(S(=O)(=O)CCC(=O)N3CCN(c4cccc(C)c4C)CC3)ccc21
- FEN1 inh = -3%
- DT40 TDP1 CPT = -5%
- GCN5L2 inh = -1%
> COc1ccc(-n2c(SCC(=O)N3CCCc4ccccc43)nc3c([nH]c4ccccc43)c2=O)cc1
- FEN1 inh = 19%
- DT40 TDP1 CPT = -22%
- GCN5L2 inh = -1%
> O=C(NCCCN1CCOCC1)c1cc2c([nH]c3ccccc32)c(-c2cccc(Br)c2)n1
- FEN1 inh = ?
- DT40 TDP1 CPT = 8.2µM*
- GCN5L2 inh = 1%
> COc1ccc(CCNC(=O)c2ccncc2)cc1OC
- FEN1 inh = 1%
- DT40 TDP1 CPT = -6%
- GCN5L2 inh = 2%

# This is a subset. The share of hits here may be higher or lower than overall.
